Screening results as filed in PubChem BioAssay.
TDP1 inh: blocks human tyrosyl-DNA phosphodiesterase 1. recombinant TDP1, AlphaScreen DNA substrate cleavage. AID 485290. Potency, µM (titrated, usually from 130 µM), for the others: top-dose activity change, negative = inhibition, usual class: inhibitors. 350,000 compounds, 0.28% hits; note: nearly all actives have a fitted effect of over 40% in size
Target sequence (Q9NUW8 whole entry, looked up): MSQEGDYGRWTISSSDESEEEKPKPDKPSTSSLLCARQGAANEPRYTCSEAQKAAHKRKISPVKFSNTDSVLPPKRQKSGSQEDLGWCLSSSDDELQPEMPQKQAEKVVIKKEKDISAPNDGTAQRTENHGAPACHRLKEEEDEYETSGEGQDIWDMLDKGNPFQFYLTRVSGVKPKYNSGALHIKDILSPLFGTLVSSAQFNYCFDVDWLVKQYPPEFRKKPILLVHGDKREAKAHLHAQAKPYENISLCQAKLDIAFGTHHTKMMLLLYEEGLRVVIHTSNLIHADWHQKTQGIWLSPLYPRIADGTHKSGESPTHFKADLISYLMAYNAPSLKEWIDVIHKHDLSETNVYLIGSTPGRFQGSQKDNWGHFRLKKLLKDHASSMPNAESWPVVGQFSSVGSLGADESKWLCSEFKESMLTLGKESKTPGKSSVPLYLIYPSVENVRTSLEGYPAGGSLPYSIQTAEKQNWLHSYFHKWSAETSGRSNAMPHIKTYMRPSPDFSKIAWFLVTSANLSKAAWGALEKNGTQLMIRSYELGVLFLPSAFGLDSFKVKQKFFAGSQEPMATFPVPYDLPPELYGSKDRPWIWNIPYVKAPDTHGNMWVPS
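Here, a 5' biotin and 3' phosphotyrosine-FITC DNA oligonucleotide reports Tdp1 activity: intact substrate bridges AlphaScreen beads, while cleavage leaves a 3' phosphate and drops signal. All incubations at room temperature.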
TDP1 cell noCPT: qHTS for Inhibitors of human tyrosyl-DNA phosphodiesterase 1 (TDP1): qHTS in cells in absence of CPT; 420,000 compounds, 15% hits; DT40 Tdp1-/- hTDP1 cells, no CPT, ATP luminescence, 48 h; Potency, µM (titrated, usually from 46.2 µM), for inactives: top-dose activity change, negative = growth inhibition, hits mostly inhibitors; note: nearly all actives have a fitted effect of over 55% in size
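Seeded 400 DT40-hTDP1 cells/well (vehicle DMSO, no 20 nM CPT); pinned compounds; ≥48 hr at 37 °C; CellTiter-Glo luminescence as viability measure.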
TDP1 cell CPT: DT40-hTDP1 cell growth loss with CPT; Potency, µM (titrated, usually from 46.2 µM), inactives show top-dose activity change, negative = growth inhibition, usual class: inhibitors; 420,000 compounds, 12% hits; AID 686979; chicken DT40 Tdp1-/-;hTDP1 cells + 20 nM CPT, ATP luminescence, 48 h; note: nearly all actives have a fitted effect of over 55% in size
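Chicken DT40 Tdp1-/- cells complemented with human TDP1, 400 cells/well, exposed to compounds plus 20 nM camptothecin for at least 48 h at 37 C; viability read as ATP content by CellTiter-Glo luminescence.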
The depositor's hits bear a star; ? = inconclusive; / = no result given; & = joins results of further samples; [ ] = remark or other dose. Calls come from the whole dose curve; as a rule, active = well fitted curve in the direction sought with a large enough effect; inconclusive = small, poorly fitted or top-dose-only effect, or another doubt; inactive = no such curve, though single readings can be large; an effect the other way counts as inactive or inconclusive. % is set by controls: 0 for no effect and ±100 for the full control effect; potency is the fitted concentration of half-maximal effect.

SMILES | TDP1 inh | TDP1 cell noCPT | TDP1 cell CPT
Cc1cc(C)c(NS(=O)(=O)c2c(C)noc2C)c(C)c1 | 1.9% | ? | 15.2%
COc1ccccc1NC(=O)c1oc2ccccc2c1NC(=O)COc1ccccc1OC | 6.4% | -16.2% | -15.5%
Cc1ccc(-n2cc(C(=O)c3ccc(N4CCN(C)CC4)cc3)nn2)cc1Cl | -0.6% | 20.3% | 0.0%
O=S1(=O)CC(O)C(Nc2ccc(Cl)cc2)C1 (stereo not given) | -7.5% | -0.4% | -6.9%
CC(C)C(=O)Nc1ccc(C(=O)c2ccccc2)cc1 | 2.2% | 20.6µM* | 18.4µM*
CCc1ccc(OCC(O)CN2CCCC2)cc1 (stereo not given) | / | -0.8% | 13.1%
N#CCCN(Cc1cccnc1)C(=S)NC(=O)c1ccco1 | -2.4% | 5.9% | 27.1%
Cc1onc(-c2c(Cl)cccc2Cl)c1C(=O)N1CCc2ccccc21 | 2.1% | ? | ?
Cc1ccc(C(C#N)c2ccc(Cl)nn2)cc1 (stereo not given) | 2.9% | -10.1% | 5.1%
CC(C)(C)c1ccc(C(=O)Nc2ccc(O)c3c(=O)cc(-c4cccc(Cl)c4)oc23)cc1 | / | 7.31µM* | 5.8µM*
O=C1c2sc3nc4c(c(=O)n3c2C(=O)N1c1ccccc1)CCC4 | -2.9% | 6.51µM* | 4.11µM*
COc1ccc(NC(=O)n2ncc3c(C)cccc32)cc1OC | / | ? | ?
COc1ccc(-c2nc(CSCC(=O)NC3CCN(Cc4ccccc4)CC3)c(C)o2)cc1OC | 1.7% | ? | ?
N#CCCn1cc(/C=N/NC(=O)c2ccncc2)c(-c2ccccc2)n1 | 2.6% | -3.1% | -0.6%
CCCOc1ccc(C2C(C(=O)/C=C/c3ccco3)=C(O)C(=O)N2CCN2CCOCC2)cc1OC (stereo not given) | -4.6% | -1.5% | 1.2%
CCC(=O)N1CCc2cc(Br)cc(S(=O)(=O)N3CCCC(C(=O)Nc4ccc(OC)cc4OC)C3)c21 (stereo not given) | 1.8% | -16.9% | -2.3%
N#CN(CC(N)=O)c1nc(N2CCCCC2)nc(N2CCCCC2)n1 | 1.5% | ? | ?
O=C(Nc1cccc(C(F)(F)F)c1)Oc1ccccc1N1CCOCC1 | / | -22.5% | -19.8%
CCCN1CNc2c(c(=O)[nH]c(=S)n2Cc2ccc(OC)c(OC)c2)C1 | -0.2% | -9.8% | -5.3%
Clc1ccc(Cn2cnc3ccccc32)cc1 | 3.8% | ? | ?
CC(=O)Nc1ccc(Oc2cncc(Cl)c2)nc1 | / | ? | ?
O=C(c1cn(CC(=O)N2CCCCC2)c2ccccc12)C1CC1 | -3.0% | -8.2% | -24.8%
CN(C)C(=O)Cn1c(SCC(=O)N2CCCc3ccccc32)nc2ccccc21 | 4.1% | -14.2% | -21.1%
CNC(=S)NNC(=O)c1ccccc1Br | 5.4% | 0.2% | 2.6%
CCSC1=C(C#N)C(c2ccccc2C)CC(=O)N1 (stereo not given) | 4.2% | -19.5% | -11.6%
Cc1cccc(N=C2NN=C(c3ccccc3F)CS2)c1C | 2.5% | ? | -27.2%
O=C(O)C1C2C=CC3(O2)C1C(=O)N1c2ccccc2C2OCCC2C13 (stereo not given) | 39.8µM* | -0.4% | -2.8%
N#Cc1cc(C(=O)c2cc(F)ccc2O)cn(-c2nccs2)c1=O | 6.7% | ? | -18.3%
CC12CCC(C(=O)C1)C1(C)CCCC(=O)C21 (stereo not given) | / | 0.6% | 9.4%
CC(C(=O)N1CCCCC1)N(C)CC(=O)Nc1cccc(F)c1 (stereo not given) | 3.5% | 4.8% | -19.3%
CN(c1ccccc1)S(=O)(=O)c1nnc(NC(=O)COc2ccccc2F)s1 | -0.2% | ? | 2.5%
C/C(=C\C(=O)c1ccccc1)Nc1ccc2c(c1)OCO2 | 5.3% | -23.8% | ?
NNc1nc2c(Cl)ccc(Cl)c2s1 | 8.5% | ? | -10.8%
O=C(N/C(=C/c1ccc([N+](=O)[O-])cc1)C(=O)N1CCCC1)c1ccccc1 | / | -5.2% | -4.0%
O=C(O)C1=CC[C@@H](c2ccc(Cl)cc2)N(S(=O)(=O)c2ccc(Cl)cc2)[C@H]1c1cccc(Cl)c1 | -0.1% | -8.3% | -23.0%
Cc1cc(C)c(NC(=S)N(C)C)c(C)c1 | -2.5% | 0.2% | 2.2%
COC(=O)[C@@]1(Cc2ccc(F)cc2)[C@H]2c3cc(C(=O)N4CCCC4)n(CCF)c3C[C@H]2CN1C(=O)c1ccccc1 | -6.9% | 23.1µM* | 23.1µM*
O=C(N/N=C/c1ccc[nH]1)c1ccncc1 | 6.2% | -11.3% | -7.5%
CC1(C)CC(NC(=O)c2cc([N+](=O)[O-])cc([N+](=O)[O-])c2)CC(C)(C)N1 | / | ? | ?
CC(C)C[C@@H](CNCC(=O)[C@H](Cc1c[nH]c2ccccc12)NC(=O)c1[nH]cnc1C(=O)N[C@@H](C)CN)NC(=O)c1nc[nH]c1C(=O)N[C@@H](C)C(=O)O | / | -14.3% | 5.1%
c1ccc(OCc2nn3c(-c4ccccn4)nnc3s2)cc1 | 4.1% | -20.5% | -4.4%
COc1ccc(CNC(=O)CCNS(=O)(=O)c2cccc3nsnc23)cc1 | 1.1%&-2.9% | -12.7%&-21.1% | 4.1%&-4.7%
CCOc1ccc(Nc2cc(C)nc3ccc(C)cc23)cc1 | / | ? | 23.1µM*
Cc1ccc(CCNC(=O)c2cc3sccc3n2Cc2ccc(Cl)cc2)cc1 | 3.8% | -7.6% | -16.1%
COc1ccccc1CCNC(=O)C(=O)c1cn(CC(=O)N2CCOCC2)c2ccccc12 | 2.3% | -19.1% | ?

Part of the list above, with two lines to a compound:
The line under a structure holds: TDP1 inh, TDP1 cell noCPT, TDP1 cell CPT
Cc1cc(C)c(NC(=S)N(C)C)c(C)c1
    -2.5%, 0.2%, 2.2%
COC(=O)[C@@]1(Cc2ccc(F)cc2)[C@H]2c3cc(C(=O)N4CCCC4)n(CCF)c3C[C@H]2CN1C(=O)c1ccccc1
    -6.9%, 23.1µM*, 23.1µM*
O=C(N/N=C/c1ccc[nH]1)c1ccncc1
    6.2%, -11.3%, -7.5%
CC1(C)CC(NC(=O)c2cc([N+](=O)[O-])cc([N+](=O)[O-])c2)CC(C)(C)N1
    /, ?, ?
CC(C)C[C@@H](CNCC(=O)[C@H](Cc1c[nH]c2ccccc12)NC(=O)c1[nH]cnc1C(=O)N[C@@H](C)CN)NC(=O)c1nc[nH]c1C(=O)N[C@@H](C)C(=O)O
    /, -14.3%, 5.1%
c1ccc(OCc2nn3c(-c4ccccn4)nnc3s2)cc1
    4.1%, -20.5%, -4.4%
COc1ccc(CNC(=O)CCNS(=O)(=O)c2cccc3nsnc23)cc1
    1.1%&-2.9%, -12.7%&-21.1%, 4.1%&-4.7%

Remaining list, next part:
SMILES | TDP1 inh | TDP1 cell noCPT | TDP1 cell CPT
Nc1nc(NCCCN2CCOCC2)nc(Nc2ccc(F)cc2)c1[N+](=O)[O-] | 5.6% | ? | ?
Cc1ccc(CNC(=O)CN2C(=O)NC3(CCCC3)C2=O)cc1 | -0.3% | -17.0% | 4.5%
CCOC(=O)C(C)Sc1nc(-c2ccccn2)ncc1OC (stereo not given) | 2.9% | 5.8µM* | 2.91µM*
COc1ccc(C(=O)c2c(C)c(CCC#N)n3ccccc23)c(OC)c1 | / | 20.6µM* | ?
CCC(=O)N1CCc2cc(Br)cc(S(=O)(=O)NCc3cccc(OC)c3)c21 | 2.9% | -23.6% | -0.9%
O=C(CSc1nnc(C2CC2)n1CC1CCCO1)Nc1cccc(Cl)c1 (stereo not given) | / | -10.3% | -8.2%
O=C(COC(=O)c1ccc(Br)o1)Nc1nc2c(F)c(F)c(F)cc2s1 | 8.6% | 27.8% | -7.8%
COCCn1c(SCC(=O)NC(C)c2ccccc2)nc2ccccc21 (stereo not given) | -2.4% | -5.2% | -21.5%
CCn1c(SCC(=O)NC2CCCCC2)nc2ccccc2c1=O | 0.3% | -21.5% | 7.5%
CC(=O)Nc1ccc(S(=O)(=O)Nc2cccc(-c3ccc4nncn4n3)c2)cc1 | 3.6% | -2.5% | -0.7%
COc1ccc2c(c1)c1c(c(=O)n(CCc3ccccc3)c(=O)n1Cc1ccccc1)n2C | 2.8% | -8.2% | -2.4%
CCOC(=O)c1sc2nc3c(SCC(=O)O)cc(C(=O)c4ccccc4O)cn3c(=O)c2c1C | 2.7% | 3.0% | 6.4%
Cc1cc(C)n2c(SCCC(C)C)nnc2n1 | 2.9% | -4.7% | 4.6%
CCN(CC(=O)Nc1ccc(NC(C)=O)cc1)CC(=O)Nc1ccccc1C(=O)c1ccccc1 | 5.9% | ? | -27.0%
COc1cccc(CC(=O)OC(C)C(=O)Nc2ccc(N3CCOCC3)cc2)c1 (stereo not given) | / | ? | -0.2%
C=CCNC(=O)c1cn(CC)c2cc(N3CCN(C(=O)c4ccco4)CC3)c(F)cc2c1=O | -9.8% | 14.6µM* | 23.1µM*
CC(C)(C)CC(=O)Nc1nnc(SCC(=O)NC2CCCCC2)s1 | 5.5% | ? | -15.2%
COc1ccc(C2CC(=O)c3c(O)cc(O)cc3O2)cc1O (stereo not given) | -0.6%[56.1 µM] | ? | -6.3%
Cc1nnsc1S(=O)c1ccc(F)cc1 (stereo not given) | / | 14.6% | -8.5%
COc1cc(/C=C2\SC(=S)N(CCC(=O)Nc3ccccc3O)C2=O)cc(OC)c1OC | / | ? | ?
COc1cc(CCC(=O)NCc2ccc3c(c2)CCN3C(=O)c2cccc(C)c2)cc(OC)c1OC | 0.5% | ? | -18.1%
COc1cc2ccccc2cc1C(=O)NCC(c1cccs1)N(C)C (stereo not given) | 5.4% | 16.4µM* | ?
Cc1ccc(CNC(=O)/C=C/c2ccc(S(=O)(=O)N3CCOCC3)cc2)cc1 | 1.9% | -28.4% | -3.1%
O=C(O)CCc1ccc(-c2ccccc2)n1CC(=O)Nc1cccc(C(F)(F)F)c1 | / | 12.4% | 27.8%
O=C(/C=C/c1ccccc1Cl)Nc1cccc(O)c1 | 4.6% | ? | ?
O=C(O)C1CCN(C(=O)c2ccccc2C(=O)N2CCC(C(=O)O)CC2)CC1 | 0.0% | -0.8% | 9.1%
Cc1cnc(C(=O)OCC(=O)Nc2cc(-c3ccccc3)nn2-c2ccccc2)cn1 | -0.5% | 2.6% | 2.3%
CNC(=O)c1c(NC(=O)c2ccc(S(=O)(=O)N3CC(C)OC(C)C3)cc2)sc2c1CCN(C(C)C)C2 (stereo not given) | 3.8% | ? | ?
Cc1ccccc1CN1C(=O)c2ccccc2Sc2ccc(C(=O)NC(C)c3ccccc3)cc21 (stereo not given) | 7.8% | ? | ?
CCc1nc2c(OCC(=O)c3ccc(Cl)cc3Cl)cccn2c1N(C=O)Cc1ccc(OC)cc1 | / | 18.4µM* | 23.1µM*
CNC(=O)c1ccccc1F | 2.0% | -15.2% | -9.3%
COc1ccc(NC(=O)c2ccc(NC(=O)c3ccncc3)cc2)cc1 | 1.2% | ? | -9.6%
C=CCN1C(=O)c2ccccc2Sc2ccc(C(=O)NC(C)C)cc21 | / | 6.5% | -3.4%
COc1ccc(NC(=O)COC(=O)CNC(=O)C2CCCCC2)cc1OC | -3.3% | -2.0% | -19.2%
CCc1c(C)c2cc3c(c(C)c2oc1=O)OCN(CCc1ccccc1F)C3 | 3.7% | 16.4µM* | 13µM*
O=C(c1ccco1)N1CCN(c2nc(C(F)(F)F)nc3c2nnn3Cc2ccccc2)CC1 | 0.0% | ? | 18.4µM*
CCNC(=O)N1c2ccccc2Sc2ccccc21 | 2.7% | -18.0% | -29.0%
COc1cc(-c2nnc(COC(=O)c3cccn3C)o2)cc(OC)c1OC | / | ? | ?

A section from the list above:
SMILES | TDP1 inh | TDP1 cell noCPT | TDP1 cell CPT
CNC(=O)c1ccccc1F | 2.0% | -15.2% | -9.3%
COc1ccc(NC(=O)c2ccc(NC(=O)c3ccncc3)cc2)cc1 | 1.2% | ? | -9.6%
